HIF act – HIF pathway transcriptional activation | 300,000 tested, 0.32% active | U2OS HRE-luciferase reporter, luminescence; normalized: DMSO 0%, desferrioxamine 100% | activation, % at 7.5 µM (by protocol);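 active means mean activation of at least 10% of the iron chelator positive control signal, with at least half of replicates also reaching 10%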
TRPC4 act – opens the mouse TRPC4 cation channel. Q9QUQ5. HEK293 TRPC4beta/mu-opioid, Fluo4 calcium fluorescence; hits give high values. B-score at 10 µM. 310,000 tested, 0.49% active. AID 2237;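 active means B-score above 5 SD of library B-scores, and initial fluorescence ratio not above library mean plus 5 SD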;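 further: positive B-score marks a calcium rise read as TRPC4 activation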
Target sequence (Q9QUQ5 whole entry, looked up): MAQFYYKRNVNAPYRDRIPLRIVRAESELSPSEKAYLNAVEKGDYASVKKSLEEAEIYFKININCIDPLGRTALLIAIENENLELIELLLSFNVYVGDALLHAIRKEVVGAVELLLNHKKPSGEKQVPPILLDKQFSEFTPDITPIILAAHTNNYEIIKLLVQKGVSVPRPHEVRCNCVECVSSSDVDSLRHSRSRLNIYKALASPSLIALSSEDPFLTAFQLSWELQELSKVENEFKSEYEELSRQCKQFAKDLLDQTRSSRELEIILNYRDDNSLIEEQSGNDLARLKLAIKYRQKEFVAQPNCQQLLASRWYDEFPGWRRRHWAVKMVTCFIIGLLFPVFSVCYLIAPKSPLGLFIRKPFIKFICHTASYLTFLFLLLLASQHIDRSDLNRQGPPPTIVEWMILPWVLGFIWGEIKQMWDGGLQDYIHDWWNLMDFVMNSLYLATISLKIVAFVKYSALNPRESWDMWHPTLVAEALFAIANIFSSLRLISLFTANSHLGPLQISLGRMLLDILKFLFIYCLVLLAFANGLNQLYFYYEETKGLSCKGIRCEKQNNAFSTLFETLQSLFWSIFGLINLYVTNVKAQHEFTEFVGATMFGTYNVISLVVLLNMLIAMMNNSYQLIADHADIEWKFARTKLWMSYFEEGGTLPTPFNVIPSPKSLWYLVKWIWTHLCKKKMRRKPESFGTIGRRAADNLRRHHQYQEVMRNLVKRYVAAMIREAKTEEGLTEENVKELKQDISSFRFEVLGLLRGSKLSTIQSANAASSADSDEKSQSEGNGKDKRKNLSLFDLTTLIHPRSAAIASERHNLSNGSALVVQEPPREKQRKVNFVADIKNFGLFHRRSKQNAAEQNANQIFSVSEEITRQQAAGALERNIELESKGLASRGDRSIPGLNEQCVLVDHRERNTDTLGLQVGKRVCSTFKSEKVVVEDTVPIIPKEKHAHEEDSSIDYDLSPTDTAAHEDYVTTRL
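system = HEK293 cells stably co-expressing mouse TRPC4beta and mu-opioid receptor | schedule = Fluo4 dye loading 45 min at room temperature, 110 s recording | measure = B-scored integrated calcium fluorescence ratio | signal = Fluo4 calcium-sensitive dye fluorescence, kinetic, 1 Hz baseline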
TRPC6 act – activators of mouse TRPC6 channel | 310,000 tested, 0.13% active | HEK293-TRPC6 membrane potential dye fluorescence; hits give high values | B-score at 10 µM;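 active means B-score of the integrated fluorescence ratio above library mean plus 3 SD, and starting fluorescence ratio within library mean plus 5 SD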;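 further: higher score means more depolarization so channel activation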
AI-2 QS mod – modulators of Vibrio harveyi AI-2 quorum sensing system | Vibrio harveyi JMH597 AI-2 luminescence/OD600 ratio, 9 h; hits give low values; strain lacks LuxN and CqsS sensors; 0 = neutral-control median | 300,000 tested, 0.4% active | AID 2094 | activity change, % at 7.5 µM; in the data active means activity change below about -75%, passing the limit was not always enough;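 further: luminescence divided by OD600 gain over 9 h not by final OD600 alone; inactives centre near 13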
TRPC6 inh – blocks the mouse TRPC6 cation channel | B-score at 10 µM | Q61143 | AID 2553 | 310,000 tested, 1.1% active | HEK293-TRPC6, membrane potential dye, ACh-evoked depolarization; hits give low values;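 active means B-score under library mean minus 3 SD, initial fluorescence not abnormally high, positive integrated signal ratio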;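 further: B-score derived from integrated fluorescence ratio over the kinetic read; more negative B-score means stronger inhibition of depolarization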
PolyA inhibitor – yeast polyadenylation inhibition; S. cerevisiae SKY197-pL101 polyadenylation reporter, beta-gal luminescence; efflux-impaired pdr1/pdr3 knockout yeast; score 100 = 6 SD above DMSO; calls only at 12 µM; 300,000 tested, 0.02% active; AID 1875;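 active means lowest replicate activity score at least 50, where 100 means six control SD above control mean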;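 further: yeast exposed to compound for 9 h at 30 °C; higher score means more reporter readthrough which indicates perturbed polyadenylation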
MrgX1 agonist – human MrgX1 receptor agonism, primary screen; Q96LB2; MrgX1-HEK293 cells, Fluo-4 calcium fluorescence, agonist mode; hits give high values; B-score at 10 µM; 310,000 tested, 0.44% active;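 active means calcium response B-score plate-corrected fluorescence ratio at least 3 library SD, with starting fluorescence B-score inside 5 SD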
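System – MrgX1-expressing HEK293 cells · Incubation – cells plated overnight, dye loaded 0.5 h 37 °C, 0.5 h room temperature · Technique – kinetic Fluo-4 NW fluorescence of intracellular calcium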
MrgX1 antag – human MrgX1 receptor antagonism, primary screen | Q96LB2 | MRGX1-HEK293 calcium flux, Fluo-4, BAM8-22 antagonism; hits give low values | B-score at 10 µM | 310,000 tested, 1.3% active;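 active means calcium-response B-score plate-corrected more than 3 library SD below zero, starting fluorescence within 5 deviations, no agonist response on first addition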;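 further: peak minus trough fluorescence over baseline after final BAM8-22 challenge near maximal dose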
MrgX1 PAM – allosterically activates human MrgX1 receptor signaling. Q96LB2. MrgX1-HEK293, Fluo-4 calcium flux, FDSS; hits give high values. B-score at 10 µM. 310,000 tested, 0.63% active. AID 588675;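 active means plate-corrected calcium response at least 3 library SD above typical, normal starting fluorescence, not activating the receptor alone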;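 further: compound read alongside a low EC10 to EC30 dose of BAM8-22 agonist; peak minus trough fluorescence over baseline measured at the second addition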
TRPC4 potent – TRPC4 (mouse) allosteric potentiation | Q9QUQ5 | 310,000 tested, 0.42% active | B-score at 10 µM | HEK293 TRPC4beta/mu-opioid, DAMGO EC20, Fluo-4 Ca2+ flux; hits give high values;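 active means B-score of calcium response area above 5 SD of library B-scores, with initial fluorescence ratio within 5 SD of library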;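 further: B-score of integrated fluorescence ratio over time as area under calcium response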
TRPC4 inh – inhibitors of mouse TRPC4 channel | HEK293 TRPC4beta/mu-opioid, DAMGO-evoked Fluo4 calcium flux; hits give low values | B-score at 10 µM | 300,000 tested, 0.39% active;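 active means B-score over 3 SD under the library average, no early fluorescence shift, positive overall ratio signal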
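Assay system – HEK293 line stably carrying TRPC4beta and mu-opioid receptor · Doses – single dose · Detection – Fluo4 calcium-dye fluorescence, kinetic read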
Starred values were filed as active, the others as inactive; i = inactive; nt = no result given. Some of the compounds tested; the hit share may differ from the screen's.

#	compound	HIF act	TRPC4 act	TRPC6 act	AI-2 QS mod	TRPC6 inh	PolyA inhibitor	MrgX1 agonist	MrgX1 antag	MrgX1 PAM	TRPC4 potent	TRPC4 inh
1	C/C(=N\NC(=O)c1ccc(OC2CCCC2)cc1)c1ccc(C)s1	1.0	i	i	10	i	i	i	i	i	i	i
2	CC(Oc1ccc(Cl)cc1Cl)C(=O)N/N=C1\CCCc2ccccc21 (stereo not drawn)	0.4	i	i	22	i	i	i	i	i	i	i
3	Cc1cccc(CN2CCN(CCCc3ccccc3)CC2)c1	0.4	i	i	27	i	i	i	i	i	i	i
4	CCc1nc(N2CCN(C(=O)c3ccco3)CC2)c2oc3ccccc3c2n1	1.7	i	i	15	i	i	i	i	i	i	i
5	O=c1[nH]cnc(O)c1C(c1cccc([N+](=O)[O-])c1)c1c(O)nc[nH]c1=O	0.1	i	i	13	i	i	i	i	i	i	i
6	O=C(NCCc1ccccc1)C1CC(=O)N(c2ccc3c(c2)OCCO3)C1 (stereo not drawn)	1.8	i	i	19	i	i	i	i	i	i	i
7	Cn1c(=O)c2c(nc(CN3CCN(C(=O)c4ccco4)CC3)n2Cc2ccc(Cl)cc2)n(C)c1=O	0.1	i	i	15	i	i	i	i	i	i	i
8	CCOC(=O)C1(C(F)(F)F)N=C(C(F)(F)F)Nc2ccccc21 (stereo not drawn)	nt	i	i	-6	i	i	i	i	i	i	i
9	CC1=C(C(=O)OCC2CCCO2)C(c2ccccc2)C2=C(CC(C)(C)CC2=O)N1 (stereo not drawn)	-0.3	i	i	3	i	i	i	i	i	i	i
10	CCN1C(=O)C2(Nc3ccccc3-c3nc4ccccc4n32)c2cc(OC)ccc21 (stereo not drawn)	-0.5	i	i	30	i	i	i	i	i	i	i
11	CC(=O)c1ccc(OCC(O)CN2CCN(CCO)CC2)cc1 (stereo not drawn)	nt	i	i	17	i	i	i	i	i	i	i
12	C=CCN=C(NC#N)SCc1ccccc1	0.1	i	i	39	i	i	i	i	i	i	i
13	CCC1CCC(C(=O)NC(C(=O)NCCCN2CCCCC2C)C(C)C)CC1 (stereo not drawn)	-0.8	i	i	2	i	i	i	i	i	i	i
14	Cc1nc(/C(N)=N/OC(=O)c2ccc(Cl)cc2)c(C(F)(F)F)o1	1.1	i	i	17	i	i	i	i	i	i	i
15	Cc1ccccc1S(=O)(=O)Cc1ccc(C(=O)N(C)C2CCCCC2)o1	0.4	i	i	12	i	i	i	i	i	i	i
16	O=C(Nc1ccc(Cl)cc1N1CCOCC1)C1CCCCC1	-12	i	i	17	i	i	i	i	i	i	i
17	N=C1C(c2nc(-c3ccc(Cl)cc3)cs2)=C(O)CN1NC(=O)c1ccc(O)cc1	0.9	i	i	22	i	i	i	i	i	i	i
18	CC(C)c1ccccc1NC(=S)NCCCn1ccnc1	-0.6	i	i	3	i	i	i	i	i	i	i
19	Cc1ccc(C(=O)NCC(=O)NCC(=O)OCc2ccc(Oc3ccc([N+](=O)[O-])cc3)cc2)cc1	-0.1	i	i	11	i	i	i	i	i	i	i
20	CCOc1ccc(N(CC(=O)NCc2ccco2)C(=O)CCC(=O)Nc2nccs2)cc1	-1.6	i	i	nt	i	i	i	i	i	i	i
21	CC(C)NC(=O)COc1ccc(S(=O)(=O)N2CCOCC2)cc1	-0.7	i	i	9	i	i	i	i	i	i	i
22	O=C(O)C1C2C=CC3(CN(C/C=C/c4ccccc4)C(=O)C13)O2 (stereo not drawn)	-1.2	i	i	15	i	i	i	i	i	i	i
23	N#C/C=C/N1CCC(Cc2ccccc2)CC1	0.9	i	i	16	i	i	i	i	i	i	i
24	COc1ccc(CNC(=O)C2CCN(C(=O)Cc3ccccc3)CC2)cc1	-0.4	i	i	13	i	i	i	i	i	i	i
25	CC1=NN(C(=O)CSCc2ccccc2)C(O)(c2ccccc2)C1 (stereo not drawn)	-1.3	i	i	23	i	i	i	i	i	i	i
26	CC(C)NS(=O)(=O)c1ccc(CCC(=O)NCc2ccc3c(c2)OCO3)cc1	-0.1	i	i	22	i	i	i	i	i	i	i
27	Cc1ccc(CN(C)c2nc(-c3cccnc3)nc3ccccc23)o1	-1.4	i	i	9	i	i	i	i	i	i	i
28	CC(C)(C)NC(=S)NCc1ccco1	0.2	i	i	16	i	i	i	i	i	i	i
29	CCCCn1c(=O)[nH]c(=O)c2c1nc(-c1ccc(C)c([N+](=O)[O-])c1)n2CC	-0.7	i	i	15	i	i	i	i	i	i	i
30	COC(=O)C1=C(C)N(Cc2ccccc2)C(=NCc2cccc(C(F)(F)F)c2)N[C@H]1c1cccc(F)c1	-3.1	i	i	23	i	nt	i	i	i	i	i
31	COc1ccc(NC(=O)c2cc3c(=O)n4ccccc4nc3n2C)cc1OC	0.0	i	i	18	i	i	i	i	i	i	i
32	Cc1cc(C)nc(NC(=O)c2cnc3sccn3c2=O)n1	0.0	i	i	12	i	i	i	i	i	i	i
33	COc1cccc(NC(=O)CSc2nc3c(sc4ccccc43)c(=O)n2CCN(C)C)c1	0.2	i	i	-1	i	i	i	i	7.5*	i	i
34	CC(=O)c1sc(N/N=C2\CC3CCC2(C)C3(C)C)nc1C (stereo not drawn)	-0.1	i	i	8	i	i	i	i	i	i	i
35	CCCCNc1nc(C)c(C(C)=O)cc1C#N	-0.1	i	i	43	i	i	i	i	i	i	i
36	COc1cccc(-c2ccc(SCC(=O)NC3CCCC3)nn2)c1	-0.2	i	i	25	i	i	i	i	i	i	i
37	Cc1ccc2c(c1)N(CC(=O)NCCCN1CCN(C)CC1)C(=O)CO2	-0.4	i	i	4	i	i	i	i	i	i	i
38	CCOc1ccc(N(C(=O)c2ccc(S(=O)(=O)N3CCCC3)cc2)C2C=CS(=O)(=O)C2)cc1 (stereo not drawn)	-0.3	i	i	-3	i	i	i	i	i	i	i
39	N#CC(=C=[N-])C1=C(C#N)C(c2ccccc2F)C([n+]2ccccc2)C(O)(C2CC2)N1 (stereo not drawn)	-0.2	i	i	8	i	i	48*	i	i	i	i
40	CN(C(=O)CSc1nnc(-c2cccc(F)c2)n1N)C1CCS(=O)(=O)C1 (stereo not drawn)	-0.1	i	i	17	i	i	i	i	i	i	i
41	Nn1c(SCc2ccc(F)cc2)nnc1-c1ccncc1	0.3	i	i	13	i	i	i	i	i	i	i
42	COC(=O)c1c(-c2ccc(C)cc2)csc1NC(=O)C1CC=CCC1C(=O)O (stereo not drawn)	0.8	i	i	11	i	i	i	i	i	i	i
43	CCOc1ccc(NC(=NCc2ccc3c(c2)OCO3)SC2CC(=O)N(c3ccccc3)C2=O)cc1 (stereo not drawn)	-0.7	i	i	30	i	i	i	i	i	i	i
44	FC(F)(F)c1cnc(N2CCCN(C(=S)Nc3ccccc3)CC2)c(Cl)c1	-0.4	159*	i	19	i	i	i	i	i	i	i
45	CNC(=O)COc1ccc(Nc2nnc(-c3ccc(C)c(S(N)(=O)=O)c3)c3ccccc23)cc1	-13	i	i	10	i	i	i	i	i	i	i
46	CC(CNC(=O)CCS(=O)(=O)c1ccc2c(c1)NC(=O)CO2)c1ccccc1 (stereo not drawn)	-0.9	i	i	2	i	i	i	i	i	i	i
47	Cc1ccc(S(=O)(=O)N2CCCCC2)c(C)c1NS(C)(=O)=O	1.1	i	i	10	i	i	i	i	i	i	i
48	Cc1cc(F)ccc1S(=O)(=O)Nc1c(C)n(C)n(-c2ccccc2)c1=O	-0.3	i	i	17	i	i	i	i	i	i	i

Sorted by count of non-hydrogen atoms (low to high): three of the compounds above.
#	compound	HIF act	TRPC4 act	TRPC6 act	AI-2 QS mod	TRPC6 inh	PolyA inhibitor	MrgX1 agonist	MrgX1 antag	MrgX1 PAM	TRPC4 potent	TRPC4 inh
41	Nn1c(SCc2ccc(F)cc2)nnc1-c1ccncc1	0.3	i	i	13	i	i	i	i	i	i	i
47	Cc1ccc(S(=O)(=O)N2CCCCC2)c(C)c1NS(C)(=O)=O	1.1	i	i	10	i	i	i	i	i	i	i
42	COC(=O)c1c(-c2ccc(C)cc2)csc1NC(=O)C1CC=CCC1C(=O)O (stereo not drawn)	0.8	i	i	11	i	i	i	i	i	i	i

Additional structures follow.
#	compound	HIF act	TRPC4 act	TRPC6 act	AI-2 QS mod	TRPC6 inh	PolyA inhibitor	MrgX1 agonist	MrgX1 antag	MrgX1 PAM	TRPC4 potent	TRPC4 inh
49	CCn1nnc(NC(=S)NC(=O)c2ccc(-c3cccc(Cl)c3)o2)n1	-0.4	i	i	23	i	i	i	i	i	i	i
50	Cc1nn(-c2ccc(F)cc2)c2sc(C(=O)OC3CCOC3=O)cc12 (stereo not drawn)	-1.0	i	i	7	i	i	i	i	i	i	i
51	Clc1ccc(Nc2nc(NCCN3CCOCC3)nc(N3CCOCC3)n2)cc1	-0.4	i	i	14	i	i	i	i	i	i	i
52	Cc1ccc(S(=O)(=O)N2CCN(C(=O)CN3CCN(C)CC3)C2)cc1	nt	i	i	15	i	i	i	i	i	i	i
53	O=C(COC(=O)c1nc(Cl)ccc1Cl)NC1CCCCCC1	-1.5	i	i	10	i	i	i	i	i	i	i
54	Cc1nc2ccc(S(=O)(=O)Nc3ccc(-c4nc5cccnc5s4)cc3)cc2s1	2.4	i	i	14	i	nt	i	i	i	i	i
55	CCOC(=O)/C(C#N)=N/Nc1ccccc1C(=O)O	0.3	i	i	19	i	i	i	i	i	i	i
56	Cc1c(NC(=O)C(C)Sc2ccc3ccccc3n2)c(=O)n(-c2ccccc2)n1C (stereo not drawn)	0.0	i	i	27	i	i	i	i	i	i	i
57	CCOc1ccccc1NC1=NCC(=O)N1Cc1ccc(F)cc1	0.0	i	i	14	i	i	i	i	i	i	i
58	CCOC(=O)/C(C#N)=C/N1CCOCC1	0.0	i	i	8	i	i	i	i	i	i	i
59	O=C(Nc1cccc2cccnc12)c1ccccc1Br	-0.3	i	i	15	i	i	i	i	i	i	i
60	COCCN(C(=O)c1ccc2ccccc2c1)c1c(N)n(Cc2ccccc2)c(=O)[nH]c1=O	0.6	i	i	23	i	i	i	i	i	i	i
61	O=C(Nc1cnn(Cc2ccc(Cl)c(Cl)c2)c1)C12CC3CC(CC(C3)C1)C2	-1.3	i	i	18	i	i	i	i	i	i	i
62	O=C(c1cc(COc2ccc3ncccc3c2)on1)N1CCC[C@H]1CO	1.9	i	i	9	i	i	i	i	i	i	i
63	CCc1cc(=O)oc2cc(OCC=C(C)C)ccc12	-0.4	i	i	6	i	i	i	i	i	i	i
64	O=C(Cn1c(=O)n(-c2ccccc2)c(=O)n1CC(=O)N1CCCCC1)N1CCCCC1	0.0	i	i	-14	i	i	36*	i	i	i	i
